ST2 IL33 inh: inhibitors of human ST2 (IL1RL1) binding to IL-33, primary screen, biochemical, AlphaLISA | 78,000 compounds, 2.3% hits | Interleukin-1 receptor-like 1 (Homo sapiens), Q01638 | inhibition, % for hits at 17 µM | AlphaLISA ST2-Fc/biotin-IL-33 interaction, 1 h | AID 1259354, 2018; in the data active = inhibition above about 30%; inconclusive = mostly about 10% to 28%
Target sequence (Q01638 whole entry, looked up): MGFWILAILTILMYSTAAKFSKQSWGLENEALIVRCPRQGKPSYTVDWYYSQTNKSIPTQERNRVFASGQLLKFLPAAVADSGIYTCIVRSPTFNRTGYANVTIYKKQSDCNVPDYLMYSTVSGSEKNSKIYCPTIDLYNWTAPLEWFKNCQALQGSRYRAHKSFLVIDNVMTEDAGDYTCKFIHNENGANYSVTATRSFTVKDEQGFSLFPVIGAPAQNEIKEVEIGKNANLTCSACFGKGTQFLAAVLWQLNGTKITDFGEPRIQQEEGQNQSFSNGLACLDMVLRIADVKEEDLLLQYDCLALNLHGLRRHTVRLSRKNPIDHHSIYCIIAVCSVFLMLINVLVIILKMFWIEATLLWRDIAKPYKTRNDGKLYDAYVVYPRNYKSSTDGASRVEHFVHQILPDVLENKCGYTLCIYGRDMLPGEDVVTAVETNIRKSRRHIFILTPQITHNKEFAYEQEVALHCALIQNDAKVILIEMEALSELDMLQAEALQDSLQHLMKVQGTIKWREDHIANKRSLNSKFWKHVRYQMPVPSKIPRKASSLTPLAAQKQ
An asterisk follows results filed as active; i = inactive; ? = inconclusive.

nr	smiles	ST2 IL33 inh
1	CC(C)CCN1CC(C(=O)N2CCN(c3ccc(F)cc3)CC2)CC1=O (stereo not given)	i
2	Cc1cccc(OCCN2CCCCC2CO)c1C (stereo not given)	?
3	CC1=C(C(=O)NC(C)CCc2ccccc2)C2(CCN(S(C)(=O)=O)CC2)OC1=O (stereo not given)	i
4	O=[N+]([O-])c1ccccc1CN1CCN(CCO)CC1	i
5	Cc1ccc(NC(=O)Cn2c(=O)n(CC3CCC(C(=O)NC(C)C)CC3)c(=O)c3sccc32)cc1 (stereo not given)	i
6	CNc1ncc(CN(C)C(=O)c2cccc(Cn3cccn3)c2)cn1	i
7	CCN(CC)CCCC(C)Nc1c2ccc(Cl)cc2nc2ccc(OC)cc12 (stereo not given)	i
8	COc1ccc(-n2c(CN3CCN(S(=O)(=O)c4ccc5c(c4)CCCC5)CC3)nc3cccnc32)cc1	i
9	Cc1ccc(NC(=O)c2ccc(Br)cc2)cc1OCc1cc(=O)n2cccc(C)c2n1	?
10	CC(=O)Nc1ccc(C(=O)n2cnc3cc(C)c(C)cc32)cc1	i
11	Cc1ccccc1NC(=O)c1cc2c(=O)n3cccc(C)c3nc2s1	i
12	O=c1[nH]nc(CCCO)n1CCc1ccccc1F	?
13	O=C(c1cc(Cl)ccc1Cl)N1CCN(S(=O)(=O)c2cc3c4c(c2)CCN4C(=O)CC3)CC1	?
14	CC1CNCCN1S(=O)(=O)c1cccc2cnccc12 (stereo not given)	?
15	O=C(CC(c1ccccc1)c1ccccc1)NCC1OCCc2ccccc21 (stereo not given)	i
16	CC(=O)Nc1cc(N2C(=O)CCC2=O)ccc1Cl	i
17	Cc1ccc(-c2noc(CCC(=O)NCCN3CCOCC3)n2)cc1	?
18	C=CCN(Cc1ccccc1OCC)C(=O)c1cnc2cccc(C)n2c1=O	i
19	O=C(CSCc1ccccc1Cl)N1CCN(c2cnccn2)CC1	?
20	Cc1nn(CCCC(=O)Nc2ccc(C#N)cc2)c(C)c1[N+](=O)[O-]	?
21	CCOc1ccccc1N1C(=O)CC(Sc2ccccc2C(=O)O)C1=O (stereo not given)	i
22	CC1CCN(C(=O)CSc2nc3c([nH]c4ccccc43)c(=O)n2-c2ccccc2)CC1	i
23	COc1ccc(C)cc1NS(=O)(=O)c1ccc(Br)s1	i
24	CS(=O)(=O)c1ccc(CN2C[C@@H]3OCC(=O)N(Cc4ccc(F)cc4)[C@@H]3C2)cc1	i
25	O=C(Nc1cccc2c1CCCC2)C(NS(=O)(=O)c1cccs1)c1ccccc1 (stereo not given)	i
26	CC1=C(C(=O)Nc2ccc(F)cc2F)C(c2ccc3c(c2)OCO3)C2=C(CCCC2=O)N1 (stereo not given)	i
27	C#CCOc1ccc(C=C2C(=O)OC(c3ccccc3)OC2=O)cc1 (stereo not given)	?
28	Cc1ccc2cc(CN3CCN(CCn4cncn4)CC3)c(=O)[nH]c2c1	i
29	CC(=O)n1cc(C(C[N+](=O)[O-])SCCNC(=O)c2ccco2)c2ccccc21 (stereo not given)	?
30	COc1ccc(N2CCN(Cc3cccs3)CC2)cc1	?

Next compounds.
nr	smiles	ST2 IL33 inh
31	COc1ccc2cc3cc(C(=O)N(C)c4ccccc4)sc3nc2c1	?
32	CCc1c(-c2ccc(C)cc2)nc2ccccc2c1C(=O)O	i
33	COc1ccc(S(=O)(=O)N2C[C@@H]3C[C@H](C2)c2ccc(-c4ccc(OC(F)(F)F)cc4)c(=O)n2C3)cc1	i
34	CCOC(=O)c1c(NC(=O)c2cc(-c3ccco3)on2)sc2c1CCCC2	i
35	Cc1nccn1-c1ccc(CNC(=O)[C@@H]2CCCCN2)cc1	i
36	Cc1ccc(C(C)C)c(OCCn2ncc3ccccc3c2=O)c1	?
37	Cc1ccc(CNC(=O)C2(S(=O)(=O)c3ccc(Cl)cc3)CC2)cc1	i
38	CC(=O)Nc1nc(-c2c(F)c(F)c(F)c(F)c2F)cs1	?
39	CCOc1cccc2cc(-c3nnc(-c4ccccc4)o3)c(=O)oc12	i
40	COCCNC(=O)c1ccc2c(Cl)c3c(nc2c1)CCCC3	i
41	CN1CCC(N(C)C(=O)CCC2CCCN(Cc3cnn(-c4ccc(F)cc4)c3)C2)CC1 (stereo not given)	i
42	O=C(C1CC1)N1CCc2cc(S(=O)(=O)NCCN3CCN(c4ccccc4F)CC3)ccc21	i
43	CCc1ccc(C2(O)CC(C(F)(F)F)=NN2C(=O)c2ccc([N+](=O)[O-])cc2)cc1 (stereo not given)	?
44	CCc1ccc(NC(=O)C2CCN(S(=O)(=O)c3ccc(Cl)cc3)CC2)cc1	i
45	C=CCCCCCCCCCCCC(O)CC(O)COC(C)=O (stereo not given)	i
46	Cc1ccc(-n2[nH]c(=O)c(C=c3c(C)c(C#N)c4nc5ccccc5n4c3=O)c2O)cc1Cl	i
47	COc1cc(NC(=O)C2c3ccccc3C(=O)N3CCc4ccccc4C23)cc(OC)c1OC (stereo not given)	i
48	O=C1NCCN(C(=O)CCc2nc3ccccc3[nH]2)C1CCO (stereo not given)	i
49	COc1ccc(C(CC(=O)N(C)Cc2ncccc2C)c2ccccc2)cc1 (stereo not given)	i
50	Cc1[nH]nc(SCC(=O)NCc2ccc(F)cc2)c1[N+](=O)[O-]	i
51	Cc1ccsc1CCNc1nc(-c2cccnc2)nc2c1CNC2	i
52	Cc1ccc2oc(=O)c(C=C(O)c3ccco3)nc2c1	?
53	Cc1c(C(=O)N2CCCCC2)sc2nc(-c3ccccc3)cn12	i
54	CCCC1C(=O)CC(c2ccccc2)NC1c1ccccc1 (stereo not given)	?
55	O=C(c1ccc(Cl)cc1[N+](=O)[O-])N1CCN(c2ccccc2F)CC1	i
56	Cc1ccc(CSC2=NCCN2C(=O)c2ccccc2C)cc1	i
57	COc1ccc(N2C(=O)[C@@H]3C4c5ccccc5C(C(C)O)(c5ccccc54)[C@@H]3C2=O)cc1 (stereo not given in full)	i
58	CN1CCN(S(=O)(=O)c2cc([N+](=O)[O-])ccc2N2CCCCCC2)CC1	?
59	Cc1nonc1C(=O)N1CCCC(CCc2ccc(F)cc2)C1 (stereo not given)	i
60	COc1ccccc1-c1ccc(C(=O)N2CC(c3ccncc3)C2)cc1	i

Additional entries
nr	smiles	ST2 IL33 inh
61	COC(=O)C1(C)CCC2(C(=O)O)CCC3(C)C(=CCC4C5(C)CC(O)C(OC6OCC(O)C(O)C6O)C(C)(CO)C5CCC43C)C2C1 (stereo not given)	i
62	N#Cc1nc(COc2ccc(Br)cc2)oc1N1CCN(Cc2ccccc2)CC1	56.0%*
63	COc1ccc(-c2nnc(NC(=O)c3ccc(S(=O)(=O)N(C)Cc4ccccc4)cc3)o2)cc1	i
64	COc1ccc(CN2C(=S)N(CC(C)C)[C@H]3[C@@H]2[C@H]2OC(=O)[C@@H]3C[C@H]2O)cc1	i
65	NC(=O)c1cc([N+](=O)[O-])ccc1N1CCCCC1	?
66	Cc1c(CN2CC[C@H](CO)[C@@H](O)C2)[nH]c2ccc(Cl)cc12	?
67	NC1CCC([C@H]2CC(=O)Nc3n[nH]c(-c4cccs4)c32)CC1 (stereo not given in full)	i
68	Clc1cccc(-c2noc(CN(Cc3ccncc3)CC3CCCO3)n2)c1 (stereo not given)	?
69	O=C(O)Cn1c(CCS(=O)(=O)c2ccc(Br)cc2)nc2ccccc21	i
70	Cc1cc([N+](=O)[O-])ccc1NC(=O)CC(C)c1ccccc1 (stereo not given)	i
71	CC(C)OCC1CC(CC(=O)Nc2ccc([N+](=O)[O-])cc2)C(=O)O1 (stereo not given)	?
72	Cc1nnc(SCC(=O)N(Cc2ccccn2)CC(C)C)s1	i
73	CCOc1ccc(S(=O)(=O)N2CCSC2c2ccc(Br)cc2)cc1 (stereo not given)	i
74	CN(CC(=O)Nc1ccccn1)S(=O)(=O)c1ccc2c(c1)CCC(=O)N2	i
75	COc1ccccc1NC(=O)C1=C(C)Nc2nc3ccccc3n2C1c1cccc(Cl)c1 (stereo not given)	i
76	COc1ccc(C(=O)Oc2ccc3oc(=O)sc3c2)cc1OC	?
77	O=C(NC1CCCCCC1)[C@H](CSCc1ccccc1)N1Cc2ccccc2C1=O	i
78	O=[N+]([O-])c1ccc(C2SCCN2S(=O)(=O)c2ccc(-c3ccccc3)cc2)cc1 (stereo not given)	i
79	CC1=C(C)CS(=O)N(S(=O)(=O)c2cccc([N+](=O)[O-])c2)C1 (stereo not given)	?
80	CCn1c(CCNC(=O)C(C)(C)C)nc2ccccc21	i
81	COc1cc2c(cc1OC)CN(Cc1ccsc1)CC2	i
82	Cc1nn(Cc2ccccc2)c(C)c1NC(=O)c1cc(-c2ccc(Br)cc2)on1	i
83	O=C(Cn1ccc2ccccc2c1=O)NCC(=O)N1CCCCCC1	i
84	COc1ccc(-c2nnc([C@H]3CCN(CC4CCCCC4)C3)o2)cc1	i
85	CCc1[nH]c2c(CNC(=O)CCc3csc(N)n3)cc(C)cc2c1C	i
86	Cc1ccnc2c([N+](=O)[O-])cccc12	?
87	CCn1c(C2CCCN(S(=O)(=O)CCc3ccncc3)C2)nn(C)c1=O (stereo not given)	i
88	COC(=O)C1CN(c2ccc(OC)cc2)N=C1C(C)=O (stereo not given)	?
89	O=C(O)c1c2c(nc3ccccc13)-c1ccccc1C2	i
90	Cc1cc(NC(=O)CC(C)C)nc2c1c(=O)oc1ccccc12	i

The listing continues.
nr	smiles	ST2 IL33 inh
91	COc1cc(OC)cc(C(=O)Nc2nc3c(s2)CCc2ccccc2-3)c1	i
92	Nc1c(C(=O)NCc2ccccc2)nnn1Cc1ccc(F)cc1Cl	i
93	Cc1cccc(N=Cc2nc(-c3ccc(Cl)cc3)oc2O)c1	i
94	Cc1cccc(NC(=O)CSc2nnc(C(O)c3ccccc3)n2-c2ccccc2)c1C (stereo not given)	i
95	NC(=O)c1ccccc1NC(=O)CC1CCCCC1	i
96	O=C(N[C@H]1CCN2C(=O)c3cc(-c4ccsc4)ccc3NC(=O)[C@H]12)c1cnccn1	i
97	CCOC(=O)C1(Cc2cccc(Cl)c2)CCCN(Cc2nccn2CC)C1 (stereo not given)	i
98	O=C(O)c1cnc(N2CC[C@@H](N3CCCCCC3)[C@H](O)C2)c(Cl)c1	?
99	CCOc1ccc(-c2nc(SCC(=O)Nc3cc(OC)ccc3OC)n3[nH]c(=O)cc3n2)cc1	?
100	O=C1NCCN2CCN(C(=O)Nc3ccc(-c4ccccc4)cc3)CC12 (stereo not given)	i
101	CCn1cc(C(=O)NCC(=O)OC)c2cc(OC)c(OC)cc2c1=O	i
102	Cc1ccc(N(Cc2ccc(C(=O)Nc3ccccc3F)cc2)S(C)(=O)=O)cc1C	i
103	CCc1ccccc1NC(=O)Nc1cccc(Cl)c1	i
104	COc1ccc(-n2ncc3c2CC(C)(C)CC3NC(=O)CCN2CCCC2=O)cc1 (stereo not given)	i
105	CCCCN(CC)C(=O)c1c(-c2c(Cl)cccc2Cl)noc1C	i
106	CCOCCCNS(=O)(=O)c1ccc2c(c1)CCN2C(=O)C1CC1	i
107	CC(=O)N1CCC(Oc2ccc(Cl)cc2C(=O)NCCc2cnccn2)CC1	i
108	Cc1cc(C)c(C(=O)N2CCCC(Nc3ccc(C)c(C)c3)C2)o1 (stereo not given)	i
109	CCOC(=O)c1nc(Nc2cc(C)cc(C)c2)c2ccccc2n1	?
110	Cn1c(=O)c2c(ncn2CC(=O)Nc2ccccn2)n(C)c1=O	i
111	COc1ccccc1-c1nccn1Cc1ccc(N2CCCC2=O)cc1	?
112	CCN1CCN(C2=NC(=O)/C(=C/c3ccc(N(C)C)cc3)S2)CC1	?
113	C[C@H]1[C@@H]2[C@H]3OC(=O)[C@@H](C)[C@@H]3CC[C@@]2(C)CC[C@@H]1NC(=O)C1CCCCC1	i
114	Cc1cc2nc(Cc3ccccc3C(F)(F)F)c(=O)n(C)c2cc1C	i
115	N#Cc1cccc(CN2C[C@@H]3C[C@H](C2)c2ccc(-c4cccc(C(F)(F)F)c4)c(=O)n2C3)c1	i
116	COc1cc(C(=O)N2CCN(C(=O)c3ccco3)CC2)cc(OC)c1OC	i
117	Cc1nc2nc(SCC(=O)N3CCC(C)CC3)nn2c(C)c1Cc1ccccc1	i
118	CC(C(=O)Nc1nccs1)N(C)Cc1cn[nH]c1-c1ccc(F)cc1 (stereo not given)	i
119	CN(C)[C@@H]1C[C@@H](C(=O)O)N(C/C=C/c2ccccc2)C1	i
120	CCCCNc1cnn(-c2ccccc2)c(=O)c1Cl	i
121	O=C1OC(Cc2ccccc2Cl)c2cc[nH]c(=O)c21 (stereo not given)	?
122	O=C(COc1ccc([N+](=O)[O-])cc1)NCCc1nc2ccccc2[nH]1	i
123	Cc1ccccc1C1(CC(=O)N2CCN(Cc3ccccc3)CC2)CC(=O)N(Cc2ccncc2)C1=O (stereo not given)	i

Values by screen from above.
ST2 IL33 inh for nos. 15 to 25: i, i, ?, i, ?, ?, i, i, i, i, i

Quoted at random: 7 records from the list, in no set order.
nr	smiles	ST2 IL33 inh
95	NC(=O)c1ccccc1NC(=O)CC1CCCCC1	i
112	CCN1CCN(C2=NC(=O)/C(=C/c3ccc(N(C)C)cc3)S2)CC1	?
93	Cc1cccc(N=Cc2nc(-c3ccc(Cl)cc3)oc2O)c1	i
110	Cn1c(=O)c2c(ncn2CC(=O)Nc2ccccn2)n(C)c1=O	i
108	Cc1cc(C)c(C(=O)N2CCCC(Nc3ccc(C)c(C)c3)C2)o1 (stereo not given)	i
98	O=C(O)c1cnc(N2CC[C@@H](N3CCCCCC3)[C@H](O)C2)c(Cl)c1	?
105	CCCCN(CC)C(=O)c1c(-c2c(Cl)cccc2Cl)noc1C	i

Sorted by length of the SMILES (low to high): 3 of the compounds above
nr	smiles	ST2 IL33 inh
111	COc1ccccc1-c1nccn1Cc1ccc(N2CCCC2=O)cc1	?
92	Nc1c(C(=O)NCc2ccccc2)nnn1Cc1ccc(F)cc1Cl	i
117	Cc1nc2nc(SCC(=O)N3CCC(C)CC3)nn2c(C)c1Cc1ccccc1	i

A portion of the library; count on the stated rates, not on these rows.
